# MT stabilizer: stabilizes microtubules in HeLa cells. % tubulin-high responders, % at 10 µM. HeLa tubulin immunostaining HCS, 24 h; share of cells brighter than vehicle mean+2SD. AID 2205. 0.83% of 200,000 active;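 active = plate Z-score above 3 for both tubulin-high and condensed-nucleus cell shares, with cell loss under 80%, at 10 µM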;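 also: anti alpha tubulin signal scored within the nucleus-defined area of each cell; some results filed as inactive read as strong as hits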
# P. falciparum M17LAP: P. falciparum M17LAP inhibitors, primary screen, biochemical, fluorogenic H-Leu-NHMec substrate, 1536-well (AID 1619); recombinant M17LAP, H-Leu-NHMec fluorogenic kinetic assay; higher % means a stronger effect; one-dose inhibition, % at 30 µM; IC50 in µM for titrated hits; 0.38% of 220,000 active;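 active = compound inhibiting the enzyme by more than half at any dose during confirmatory dose-response retesting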;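 also: plate controls were full reaction with DMSO carrier for no effect and no enzyme background for full effect; strong numbers were not always called active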
# Yfh1-off respiration: enhancers of respiration in Yfh1-depleted yeast, dose response, Friedreich's ataxia, plus single-dose screen (AID 1465) | S. cerevisiae Yfh1-off respiration, WST-1 reduction, 72 h; higher fold induction means a stronger effect | fold induction at 50 µM, or EC50 in µM where a hit was titrated | 0.074% of 220,000 active;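 active = fold induction of absorbance versus untreated yeast above a set limit, then at least 30% activation at any dose in follow-up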;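 also: activators that raise dye reduction in frataxin-depleted yeast; strong numbers were not always called active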
# M1AAP inhibition: P. falciparum M1AAP inhibitors, biochemical, fluorogenic H-Leu-NHMec substrate, 1536-well (AID 1445). recombinant M1AAP, H-Leu-NHMec fluorogenic kinetic assay; higher % means a stronger effect. inhibition, % at 30 µM, or IC50 in µM where a hit was titrated. 0.42% of 220,000 active;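 active = primary inhibition above the hit cutoff, then over 50% inhibition at one or more dose response concentrations, cut at about 23% in these data, passing the limit was not always enough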;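 also: plate controls were DMSO full reaction for no effect and no enzyme background for full effect; strong numbers were not always called active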
# Hep lipid drop: modulators of hepatic lipid droplet formation. AML12 mouse hepatocytes, oleate lipid droplets, BODIPY imaging. inhibition, % at 6.5 µM. 0.4% of 240,000 active. AID 1656;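 active = lipid droplet intensity inhibited by at least 50%, with more than 500 cells counted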
#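 Material – mouse AML12 hepatocyte cell line, fixed after treatment · Compound dosing – one dose, 6.5 µM compound · Times – compound with oleate, overnight · Measured by – Image-based BODIPY and DAPI two-channel analysis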
# ER stress rescue: protection against thapsigargin-triggered cell killing – 384-well, CSM14.1, ATP luminescence, primary screen (AID 1222). CSM14.1 thapsigargin-induced death rescue, ATP luminescence; higher % means a stronger effect. cellular ATP content (survival), % at 20 µM, or EC50 in µM where a hit was titrated. 190,000 tested, under 10 active;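 active = EC50 below 50 µM in the dose-response confirmation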;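 also: death triggered by thapsigargin at about 15 µM added after 2 h compound pretreatment; cell ATP read after overnight thapsigargin exposure of roughly 18 to 22 hours; normalized against plate controls of thapsigargin alone and 5% DMSO vehicle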
# Dynein cargo inh: dynein cargo transport inhibition; 3617.4 mouse cells, GR-EGFP nuclear translocation imaging; test concentration mostly 20 µM; stimulated with dexamethasone, 1 µM; stronger effect = lower value; z-score, hits read low; 0.47% of 220,000 active; AID 1381;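 active = plate z-score of nuclear minus cytoplasmic receptor signal below a set negative limit, without overly bright fluorescence or cell loss, cut at about -3.5 in these data, passing the limit was not always enough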;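 also: z-score of nuclear minus cytoplasmic ring GR-EGFP intensity difference per well; some compounds called inactive have numbers as strong as hits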
#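 Also added – dexamethasone, 1.0 µM final · Buffer or medium – tet-free, stripped-serum medium · Schedule – induction 48 h, compound 1 h, agonist 30 min · Detection – formaldehyde fixation, Hoechst nuclear stain, 10x automated fluorescence imaging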
# Insulin prom up: MIN6 insulin promoter up-regulation. MIN6 insulin promoter-GFP reporter, high-content imaging; stronger effect = higher value. z-score at 5 µM. 0.3% of 190,000 active;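 active = z-score above 3 at 5 µM with at least 500 cells counted in the well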
# Autophagy HCS: alters autophagy in cells. MEF GFP-LC3 puncta imaging; test concentration mostly 10 µM. AID 463193. calls only at 10 µM (by protocol). 0.98% of 190,000 active;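 active = percentage of spot-positive cells more than 3 SD above its plate mean, without a fluorescence outlier flag or 80% toxicity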;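 also: spot-positive cell cutoff set from DMSO-treated cells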
# Dynein cargo inh cytoplasmic EGFP: second read-out of Dynein cargo inh, no call of its own (marks repeat the call); z-score; measured here: cytoplasmic GR-EGFP intensity; stronger effect = higher value
# Dynein cargo inh nuclear GR-EGFP: recorded beside Dynein cargo inh, whose call it bears; z-score; measured here: nuclear GR-EGFP intensity;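 lower value marks the stronger effect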
# Dynein cargo inh cell count: also measured in Dynein cargo inh; calls as there; z-score; measured here: cell count per field
# Insulin prom up cell count: further read-out of Insulin prom up, marked with its call; cell count; measured here: cytotoxicity, nuclei count;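 total cells summed across four imaged fields per well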
# Hep lipid drop cells 6.5 µM: further read-out of Hep lipid drop, marked with its call; cell count; measured here: cell count, cytotoxicity flag;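 cells counted across two imaged fields per well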
# MT stabilizer Hoechst-high %: also measured in MT stabilizer; calls as there; % Hoechst-high responders; measured here: nuclear condensation Hoechst responders;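 share of cells brighter than vehicle mean plus two SD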
# MT stabilizer cytotoxicity %: second read-out of MT stabilizer, no call of its own (marks repeat the call); toxicity, %; measured here: cytotoxicity by cell density;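 0% = mean cell density of plate MIN control wells and 100% = no cells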
# Autophagy HCS cell loss 18 h: second read-out of Autophagy HCS, no call of its own (marks repeat the call); toxicity, %; measured here: cell loss, nuclei count;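 cell loss after 18 h compound exposure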
# Numbers without * were called inactive; i = inactive; nt = not tested or not shown.
SMILES,MT stabilizer,MT stabilizer Hoechst-high %,MT stabilizer cytotoxicity %,P. falciparum M17LAP,Yfh1-off respiration,M1AAP inhibition,Hep lipid drop,Hep lipid drop cells 6.5 µM,ER stress rescue,Dynein cargo inh,Dynein cargo inh cytoplasmic EGFP,Dynein cargo inh nuclear GR-EGFP,Dynein cargo inh cell count,Insulin prom up,Insulin prom up cell count,Autophagy HCS,Autophagy HCS cell loss 18 h
COc1ccc(CNC(=O)c2cc3c(=O)n4ccccc4nc3n(Cc3cccnc3)c2=N)cc1,3.2,2.7,14,-6%,i,5%,-1,684,-2.1%,i,nt,nt,-6.4,-0.43,840,i,11
CC(C)CCNC(=O)c1ccc(OC2CCN(S(=O)(=O)N(C)C)CC2)cc1,2.9,2.0,14,-21%,i,-1%,9,716,1.6%,1.9,-0.11,1.2,-1.5,0.55,1492,i,6
NS(=O)(=O)c1ccc(NC(=O)/C=C/c2cn(-c3ccccc3)nc2-c2cccc(Cl)c2)cc1,3.0,2.9,9.1,2%,i,7%,-9,584,-2.0%,-0.3,-0.26,0.13,0.34,0.14,1493,i,2
CCN(CC)S(=O)(=O)c1cc(-c2nnc(-c3ccc(Br)cc3)o2)ccc1Br,3.7,3.0,6.0,12%,i,1%,-6,710,-0.8%,0.085,-0.21,-0.084,1.2,nt,nt,i,8
CC(C)CCn1c(=O)c2ccccc2n2c(CN3CCCC3)nnc12,4.5,2.2,8.4,5%,i,5%,13,722,-0.1%,0.23,-0.34,0.066,0.07,-0.04,1499,i,-8
CCOc1ccccc1NC(=O)CCC(=O)O,4.3,4.4,3.4,6%,i,8%,nt,nt,1.7%,0.32,-0.3,0.28,-0.15,-0.45,1634,i,-8
C=CCN(C(=O)CNS(=O)(=O)c1ccccc1)C(C(=O)NCCOC)c1ccncc1 (centres undefined),10,0.9,7.1,5%,i,9%,-2,696,nt,0.96,-0.18,0.81,-0.13,0.09,1219,i,6
Cc1c(NC(=O)c2cnn3cccnc23)c(=O)n(-c2ccccc2)n1C,3.0,1.1,5.5,12%,i,4%,3,740,0.2%,-0.14,-0.24,-0.00061,-0.67,-0.6,1245,i,-4
CCOCC(=O)OCC(=O)NC12CC3CC(CC(C3)C1)C2,2.7,3.8,6.6,-3%,i,18%,3,679,0.6%,0.76,-0.34,0.61,-0.9,-0.8,1279,i,3
CCCc1cc(-c2nc(-c3ccc(C)cc3)cs2)ccn1,18,27,49,11%,i,3%,-4,634,-1.8%,-0.093,-0.22,0.093,0.48,0.16,1303,i,-11
CCC(=O)c1ccc(OCC(=O)N2CCCC2)c(OC)c1,1.5,2.0,6.4,9%,i,2%,10,647,0.5%,0.26,-0.29,-0.16,0.67,-0.67,1598,i,-8
Cn1c(=O)c2ncn(CC(=O)NCCOc3ccccc3)c2n(C)c1=O,1.6,1.7,4.6,-3%,i,3%,1,727,-0.6%,-0.051,-0.21,-0.036,0.67,0.55,1278,i,4
N/C(=N\OC(=O)CC1CCCCC1)c1ccccn1,1.6,1.5,4.6,7%,i,4%,nt,nt,-3.5%,-0.23,-0.23,0.4,0.48,0.41,1506,i,-19
CCOCCCNC(=S)N(Cc1ccccc1)Cc1nc2ccccc2c(=O)[nH]1,2.1,2.8,4.5,-3%,i,0%,-15,459,1.3%,-1.2,-0.32,-1,1.6,nt,nt,i,-5
COc1ccc(-c2nc(C#N)c(NCc3ccccc3Cl)o2)cc1,2.8,2.3,7.2,-3%,i,0%,22,760,-1.8%,-0.29,-0.21,-0.33,0.94,1.1,1224,i,0
CN(C)c1ccc(C(CNC(=O)c2ccc(C#N)cc2)c2c[nH]c3ccccc23)cc1 (centres undefined),4.5,2.0,7.9,-14%,i,3%,-7,689,-0.1%,0.86,-0.24,0.23,-1,0.31,1376,i,31
Cc1cccc(N(C(=O)CCC(=O)Nc2ccccn2)C(C(=O)NC(C)C)c2ccc(O)cc2)c1 (centres undefined),2.0,2.4,7.6,-10%,i,0%,nt,nt,-3.0%,-0.19,-0.13,-0.096,0.76,1.6,1233,i,2
C/C(=C\C(=O)Nc1cscc1C)C(=O)O,nt,nt,nt,3%,i,8%,6,508,nt,-1.1,-0.17,-0.43,0.45,-0.17,984,nt,nt
Cc1ccc(/C=N/Nc2ccc(C(=O)O)cc2)o1,6.0,1.8,10,23%,i,12%,-2,684,-0.7%,0.75,-0.33,0.21,-0.51,0.12,1242,i,-3
O=C(c1ccc(-n2cnnn2)cc1)N1CCN(C(c2ccccc2)c2ccccc2)CC1,2.6,1.9,7.1,-11%,i,-3%,nt,nt,-0.1%,0.58,-0.14,0.32,0.02,-0.4,1179,i,14
CCN(CC)CC(=O)N1N=C(c2cccs2)CC1c1ccco1 (centres undefined),1.9,1.1,6.0,14%,i,0%,8,765,-1.3%,1.2,0.15,1.2,-1.4,nt,nt,i,-4
Cc1ccc(NC2OC(C(O)CO)C(O)C2O)cc1[N+](=O)[O-] (centres undefined),1.6,1.9,6.9,11%,i,4%,nt,nt,-1.5%,2.7,-0.31,1.3,-0.93,nt,nt,i,18
O=C1c2oc3ccccc3c(=O)c2C(c2cccnc2)N1CCCN1CCOCC1 (centres undefined),2.0,1.7,5.7,5%,i,10%,nt,nt,3.5%,-0.086,-0.057,0.38,-0.2,-1,1196,i,2
CC(=O)NC1C(=O)N(CC(C)C)c2ccccc21 (centres undefined),3.8,3.1,6.3,-2%,i,-3%,nt,nt,-1.5%,-0.44,-0.27,-0.049,1.3,0.43,994,i,4
CC(NCc1ccncc1)C12CC3CC(CC(C3)C1)C2 (centres undefined),2.1,3.2,8.9,nt,i,nt,11,744,-1.0%,-0.32,-0.14,0.31,-0.34,-0.47,1427,i,-1
# Other records.
SMILES,MT stabilizer,MT stabilizer Hoechst-high %,MT stabilizer cytotoxicity %,P. falciparum M17LAP,Yfh1-off respiration,M1AAP inhibition,Hep lipid drop,Hep lipid drop cells 6.5 µM,ER stress rescue,Dynein cargo inh,Dynein cargo inh cytoplasmic EGFP,Dynein cargo inh nuclear GR-EGFP,Dynein cargo inh cell count,Insulin prom up,Insulin prom up cell count,Autophagy HCS,Autophagy HCS cell loss 18 h
O=C(COC(=O)CNS(=O)(=O)/C=C/c1ccccc1)Nc1cc(S(=O)(=O)N2CCCCC2)ccc1Cl,3.5,1.4,9.2,-8%,i,-7%,nt,nt,0.6%,1.3,-0.063,1.2,-1.6,-0.42,1493,i,-35
CC(Oc1cccc(Cl)c1)c1ccnc2nc(/N=C/N(C)C)nn12 (centres undefined),1.9,2.8,4.1,-2%,i,-2%,2,715,-1.1%,-0.34,-0.34,-0.2,0.12,-0.22,1274,i,-3
CCOC(=O)N1CCC(NC(=O)CN2C(=O)COc3ccc(C(C)(C)C)cc32)CC1,3.7,1.5,7.3,-9%,nt,4%,nt,nt,-0.6%,-0.72,-0.4,-0.58,1.2,0.58,1447,i,11
O=CN1CCC(=O)N(Cc2ccccc2)c2ccccc21,4.4,2.4,9.2,-1%,i,5%,1,735,0.0%,-1.9,-0.21,-0.63,0.41,0.69,1308,i,15
CCN(CC)S(=O)(=O)c1ccc(Cl)c(C(=O)Oc2cccc(-c3cnc4ccccc4n3)c2)c1,1.9,1.2,12,12%,i,7%,11,741,0.3%,-0.66,-0.13,-0.0021,0.68,0.03,1180,i,-4
CCOc1ccc(/C=C2\SC(=S)N(Nc3ccccc3)C2=O)cc1OC,3.7,2.2,14,7%,i,1%,-11,624,5.5%,0.11,-0.16,0.12,0.4,-0.01,1281,i,35
Cc1ccc(O)c(C(=O)c2cnc3c(c2)c(-c2ccc(F)cc2)c(C#N)c(=O)n3C)c1,4.1,4.3,6.7,1%,i,3%,30,670,0.3%,-2.3,4.7,-0.72,1.8,-0.47,1100,i,-5
CN(C(=O)c1cccc(Nc2ccc(-c3ccc4c(c3)OCCO4)nn2)c1)C1CCCCC1,13,5.6,34,-2%,i,-8%,-4,720,-3.2%,-0.69,-0.14,-0.02,-0.6,nt,nt,i,-2
COc1ccccc1C(CC(=O)Nc1ccccc1C)c1ccc(OC(C)C)cc1 (centres undefined),2.6,3.9,3.7,4%,i,-2%,-26,625,3.1%,-0.043,-0.23,0.24,0.72,1.1,1569,i,4
COc1cccc(-n2cnnn2)c1,1.5,1.0,5.5,4%,i,2%,-1,613,0.0%,2.3,-0.36,1,-0.83,-0.71,1915,i,-9
C/C(=N/OCO/N=C(\C)c1ccc(F)cc1F)c1ccc(F)cc1F,2.7,1.7,1.5,4%,nt,1%,1,732,-0.7%,0.39,-0.067,0.022,-0.43,0.01,1463,i,18
O=C(CSCc1ccc(Cl)cc1)N1CCN(Cc2ccc3c(c2)OCO3)CC1,3.2,1.7,2.0,-3%,i,-4%,-4,747,33%,2.5,-0.18,1.1,-1.1,nt,nt,i,3
CCn1c(C)nc([N+](=O)[O-])c1C(=O)O,3.5,1.3,4.6,1%,i,9%,6,754,-0.3%,-0.84,-0.26,-0.38,0.74,nt,nt,i,12
CCOc1cc(/C=C/C(=O)O)ccc1OCCO,4.3,2.2,8.8,nt,i,nt,3,711,-1.1%,2,0.09,1.8,-1.6,-1.1,1490,i,-15

# From PubChem BioAssay
